# Assay outcomes deposited in PubChem BioAssay by National Center for Advancing Translational Sciences (NCATS).
# Menin MLL FP TR = displaces Texas Red mutant MLL peptide from human menin. Menin + Texas Red MLL mutant peptide, fluorescence polarization. Potency, µM (doses to about 61.6 µM), without a hit: at the top dose FP activity change, negative = inhibition, most hits filed as inhibitors. 270,000 compounds, 0.23% hits; active = well fitted inhibition curve with a large enough effect in the polarisation, with a control signal flat, not every such curve was filed as active; inconclusive = small, poorly fitted or top-dose-only effect, or effect the other way, or a change in a side signal; inactive = no such curve, though single readings can be large or run the other way; the % refers to the polarisation; note: potency is the fitted concentration of half-maximal effect; % of control where 0% means no effect; many of its hits are not listed in these tables
# a7 integrin act = integrin-mediated muscular dystrophy alleviation activation | 350,000 compounds, 0.064% hits | Potency, µM (series often up to 38.3 µM), inactives show at the top dose activation, actives largely listed as activators | alpha7betagal myoblasts, beta-gal FDG fluorescence, 48 h;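 note: potency is the fitted concentration of half-maximal effect; 100% = response of the positive control SU9516; nearly all actives have a fitted effect of over 60% in size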
#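 Alpha7betagal+/- myoblasts (passage 13) were plated 16-24 hr, then exposed to compounds (1:260 dilution of DMSO stock) for 48 hours at 37C. After MPER lysis, β-galactosidase reporter activity was read as FDG fluorescence (ex 480/em 540) after 30 minutes.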
# ASM inhibitor = human S-ASM enzyme inhibition | AID 504937 | P17405 | Potency, µM (doses to about 57.5 µM), for the others: at the highest dose activity change, negative = inhibition, most hits filed as inhibitors | 340,000 compounds, 0.006% hits | placental ASM, HMU-PC fluorogenic substrate, 60 min; note: potency is the fitted concentration of half-maximal effect
#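 Steps: dispense placental human ASM, pin compound, wait 10 min at room temperature, add HMU-PC0 substrate at 9 uM final, incubate 60 min at 37 °C, add stop solution raising pH to 10, read fluorescence.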
# MBNL1 CUG block = blocks human MBNL1 binding to CUG repeat RNA | Q9NR56 | TR-FRET MBNL1-His/biotin-(CUG)12 binding, 665/545 ratio | Potency, µM (highest dose often 57.5 µM), without a hit: top-dose activity change, negative = inhibition, hits mostly inhibitors | 280,000 compounds, 0.036% hits; active = well fitted inhibition curve with a large enough effect in the signal ratio, with a control signal flat, not every such curve was filed as active; inconclusive = small, poorly fitted or top-dose-only effect, or effect the other way, or a change in a side signal; inactive = no such curve, though single readings can be large or run the other way; the % refers to the signal ratio; note: potency is the fitted concentration of half-maximal effect; % is set by controls: 0 for no effect and ±100 for the full control effect
#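 Compounds (final 92 nM to 58 uM) are added to His-tagged MBNL1 and biotin-(CUG)12, then terbium anti-His antibody and streptavidin-XL665 (5 nM final). After 60 min at room temperature, the 665/545 nm ratio is read.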
# Mito fusion yeast = inhibitors of mitochondrial division or activators of mitochondrial fusion | Potency, µM (doses to about 46.1 µM), for the others: at the highest dose growth rescue (activation), most hits filed as activators | 320,000 compounds, 0.23% hits | AID 485298 | S. cerevisiae fusion-defective mutant growth rescue, CellTiterGlo 48 h;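 note: potency is the fitted concentration of half-maximal effect; % of control where 0% means no effect; nearly all actives have a fitted effect of over 45% in size; temperature-sensitive fusion mutants such as fzo1-1 at 37 °C on non-fermentable ethanol glycerol medium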
#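 Read-out: ATP-based luminescence (CellTiterGlo, 10 min ambient) reporting growth of fusion-defective ts yeast after 48 hours at 37C on glycerol/ethanol YPEG medium in the presence of compound.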
# PTAP TSG101 blk = blocks PTAP/TSG101 interaction to inhibit HIV-1 budding. Fluorescence polarization, FITC-PTAP peptide / Tsg101 binding. Potency, µM (series often up to 115 µM), inactives show at the highest dose activity change, negative = inhibition, most hits filed as inhibitors. 340,000 tested, under 10 active. AID 493005; active = well fitted inhibition curve with a large enough effect in the main read-out, with a control signal flat, not every such curve was filed as active; inconclusive = small, poorly fitted or top-dose-only effect, or effect the other way, or a change in a side signal; inactive = no such curve, though single readings can be large or run the other way; note: potency is the fitted concentration of half-maximal effect; % of control where 0% means no effect
#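 Fluorescence polarization binding of Tsg101 binding domain (10 uM final) to FITC-labeled PTAP peptide (50 nM final) in HEPES pH 7.5 buffer with NaCl, Tween 20, EDTA, TCEP. Compounds added before peptide; binding 20 min at RT.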
# MLL CXXC-DNA inh = MLL CXXC-DNA interaction inhibition | Q03164 | MLL-CXXC / FITC-HOXA9 DNA fluorescence polarization | Potency, µM (titrated, usually from 115 µM), for the others: top-dose activity change, negative = inhibition, most hits filed as inhibitors | 290,000 compounds, 0.037% hits | AID 2662; active = well fitted inhibition curve with a large enough effect in the polarisation, with a control signal flat, not every such curve was filed as active; inconclusive = small, poorly fitted or top-dose-only effect, or effect the other way, or a change in a side signal; inactive = no such curve, though single readings can be large or run the other way; the % refers to the polarisation; note: potency is the fitted concentration of half-maximal effect
#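 Steps: dispense CXXC domain solution (7 uM) → pin compounds or unlabeled HOX-A9 DNA control → 5 min ambient → add FLSN-HOX-A9 solution (50 nM) → spin → 30 min ambient → fluorescence polarization. Tris pH 7.5/NaCl/DTT/BSA buffer.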
# TSHR antag = antagonists of human thyroid stimulating hormone receptor | activity change, negative = inhibition, % at 11.5 µM | P16473 | TSHR-expressing cells, TSH-stimulated cAMP HTRF, 2 h; stronger effect = lower value | 330,000 compounds, 0.2% hits;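 active = activity change below a set negative limit, meaning inhibition stronger than a set level, cut at about -70% in these data; inconclusive = activity change between two set negative limits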; note: % is set by controls: 0 for no effect and ±100 for the full control effect
# Target sequence (P16473 whole entry, looked up): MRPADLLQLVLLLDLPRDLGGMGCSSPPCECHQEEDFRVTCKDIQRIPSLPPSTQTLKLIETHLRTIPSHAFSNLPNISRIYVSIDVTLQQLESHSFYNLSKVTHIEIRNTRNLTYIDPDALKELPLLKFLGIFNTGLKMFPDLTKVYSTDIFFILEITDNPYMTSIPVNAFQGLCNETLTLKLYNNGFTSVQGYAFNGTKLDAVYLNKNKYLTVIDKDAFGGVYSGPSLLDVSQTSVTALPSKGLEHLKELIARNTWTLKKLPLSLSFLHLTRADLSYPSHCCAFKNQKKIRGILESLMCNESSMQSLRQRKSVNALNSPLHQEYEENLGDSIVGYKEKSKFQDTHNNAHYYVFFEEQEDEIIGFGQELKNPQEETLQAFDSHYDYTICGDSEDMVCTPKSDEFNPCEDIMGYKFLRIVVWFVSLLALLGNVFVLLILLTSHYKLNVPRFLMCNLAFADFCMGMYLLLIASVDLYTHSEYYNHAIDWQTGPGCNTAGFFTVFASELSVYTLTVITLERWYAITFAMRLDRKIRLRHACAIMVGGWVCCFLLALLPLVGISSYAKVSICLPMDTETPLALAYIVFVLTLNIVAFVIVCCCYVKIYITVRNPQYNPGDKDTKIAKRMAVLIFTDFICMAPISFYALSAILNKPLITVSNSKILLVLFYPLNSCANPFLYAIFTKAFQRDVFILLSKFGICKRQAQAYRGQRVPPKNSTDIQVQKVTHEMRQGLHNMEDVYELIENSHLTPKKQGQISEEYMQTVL
#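 Cell-based HTRF cAMP assay; TSHR cells + compound, TSH EC80 (4nM final), 2 h, 37 deg C. Lysis with anti-cAMP cryptate and cAMP-d2, 30 min RT, read 665/620 nm.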
# A-T KAP1 phos = potential ataxia-telangiectasia treatments restoring KAP-1 phosphorylation; AID 485349; 320,000 compounds, 0.19% hits; Potency, µM (highest dose often 57.5 µM), for inactives: at the highest dose activation, actives largely listed as activators; […] A-T fibroblasts, KAP-1 phosphorylation AlphaLISA; neocarzinostatin DNA damage 30 min before lysis; note: potency is the fitted concentration of half-maximal effect; % of control where 0% means no effect; nearly all actives have a fitted effect of over 45% in size
#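 ATM-like activity read as KAP-1 phosphorylation via AlphaLISA donor/acceptor antibody pairs after lysis and 6 hr at 25C. Cells were ATM-null patient fibroblasts ([…], hTERT), dosed 60 min, then exposed to the DSB inducer NCS for 30 min.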
# TCR act = T cell receptor activation; primary human leukocytes, anti-CD3, IL-2 HTRF, 48 h; Potency, µM (top dose mostly 9.22 µM), for the others: top-dose activation of IL-2 secretion, hits mostly activators; AID 504894; 330,000 tested, under 10 active; note: % of control where 0% means no effect
#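 IL-2 release read by HTRF sandwich (Eu cryptate donor, d2 acceptor, 665 nm emission) after 48 hr exposure of primary human leukocytes to compound together with anti-CD3 beads in the absence of co-stimulatory signals.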
# * marks the source's active call; other numbers are inactive results; i = inactive; ? = inconclusive; · = not tested or not shown; [ ] = dose if it differs, or a comment. Unless noted, calls come from the whole dose curve; as a rule, active = well fitted curve in the direction sought with a large enough effect; inconclusive = small, poorly fitted or top-dose-only effect, or another doubt; inactive = no such curve, though single readings can be large; an effect the other way counts as inactive or inconclusive. These rows are one share of the data; count on the stated rates, not on these rows.
compound | A-T KAP1 phos | Menin MLL FP TR | TCR act | Mito fusion yeast | MBNL1 CUG block | TSHR antag | PTAP TSG101 blk | ASM inhibitor | MLL CXXC-DNA inh | a7 integrin act
CCOc1cc(OCC)cc(C(=O)NC(=S)Nc2cccc(C(F)(F)F)c2)c1 | -4% | 33%[activator] | 2% | -2% | -9% | -2 | -3% | -4% | -3% | -4%
CCN(CCNCC(O)COCc1ccc(Cl)cc1)c1cccc(C)c1 (stereo not drawn) | -11% | ? | 7% | -24% | -1% | 17 | -8% | -4% | 9% | -3%
O=C(c1cccc(Br)c1)N1CCN(S(=O)(=O)N2CCCCCC2)CC1 | 3% | -11% | -4% | 2% | ? | -6 | · | 0% | ? | -10%
CC(=O)NC1(c2cccc(F)c2)CCN(CC(=O)NC2CCCCC2)CC1 | -10% | 1% | -1% | -1% | -4% | 5 | -4% | 2% | -9% | 1%
O=C(c1cc2ccccc2oc1=O)N(Cc1ccccc1)C1CCS(=O)(=O)C1 (stereo not drawn) | 3% | 24% | 5% | 0% | 12% | 39 | -6% | 1% | 2% | 12%
C=CCn1c(SCC(=O)Nc2nc(C)cs2)nnc1C(NC(=O)c1ccccc1)C(C)C (stereo not drawn) | · | 11% | -1%[46.1 µM] | -4% | ? | -4 | -1% | -1% | 5% | -36%[inhibitor]
CC1=C(C(=O)OC(C)C)C(c2cccc([N+](=O)[O-])c2)n2c(cc(=O)[nH]c2=S)N1 (stereo not drawn) | -4% | ? | 3%[46.1 µM] | 5% | -4% | -25 | -8% | -16% | 9% | 11%
CCOC(=O)c1ccc(NS(=O)(=O)c2c(C)[nH]c(C)c2C(=O)N2CCCCC2)cc1 | 0% | 1% | 9% | -37%[inhibitor] | -4% | -34 | -4% | 0% | 6% | 6%
Cc1oc2c(c(C)cc3oc(=O)c(CC(=O)NCC(=O)NCC(=O)NCC(C)O)c(C)c32)c1C (stereo not drawn) | 6% | 36%[activator] | -5% | 12% | 1% | 0 | 0% | 167%[activator] | ? | -10%
Cc1ccc(CNC(=O)CCn2c(=O)oc3ccccc32)cc1 | 2% | · | 5% | 1% | -5% | 2 | -2% | 2% | -1% | -4%
CCN(Cc1ccccc1)C(c1cc2ccc(C)cc2[nH]c1=O)c1nnnn1CCOC (stereo not drawn) | -1% | -4% | 0% | 3% | ? | -2 | 0% | 0% | -3% | -28%
O=C(O)c1cc([N+](=O)[O-])c(NCc2cccnc2)c([N+](=O)[O-])c1 | -9% | 0% | 3% | -4% | ? | 11 | 0% | -1% | 7% | -3%
CCOC(=O)c1nn(-c2ccc(Cl)cc2Cl)c(=N)c(C#N)c1C | -7% | · | · | -10% | 6% | -6 | · | · | 4% | ·
COC(=O)c1cc(C)cc(=O)o1 | 0% | · | -12% | 1% | ? | -1 | -1% | -1% | -7% | 17%
COc1ccc(C2C(C(=O)N3CCCCC3)CC(=O)N2c2ccc(OC)cc2)cc1 (stereo not drawn) | 8% | -21% | 0% | 2% | -13% | -3 | -7% | -1% | 59%[activator] | 3%
CC(C)Nc1nc(NC(C)C)nc(N(C)n2cnnc2)n1 | 2% | -13% | -31% | 1% | -22% | 1 | -4% | 0% | 14% | 2%
O=C(c1ccc2c(=O)n(Cc3ccc(Cl)cc3)c(=S)[nH]c2c1)N1CCOCC1 | 1% | ? | 5% | 1% | 31%[activator] | -7 | -4% | -9% | 9% | 49%
CCn1cc(CN2CCC(n3nccc3NC(=O)C3CCCC3)CC2)c(C)n1 | 16% | · | 3% | 2% | -8% | 6 | -3% | · | 9% | 18%
N#CCCN1CCN(C(CNS(=O)(=O)c2ccc(Cl)cc2)c2ccccc2)CC1 (stereo not drawn) | -3% | 5% | 5% | -12% | 0% | -5 | -16% | 0% | 1% | 16%
COc1ccc(C)cc1NC(=O)CCS(=O)(=O)c1cc2c(cc1Cl)NC(=O)CO2 | 3% | 13% | -3% | -4% | 2% | 3 | -1% | 2% | 11% | 19%
O=C(Nc1ccccc1)c1nn(-c2cccc(C(F)(F)F)c2)ccc1=O | 2% | -6% | -40% | 29% | 8% | -4 | -7% | 0% | 5% | 11%
CCCCNC1C(CC)C(CCC)C(C#N)(C#N)C1(C#N)C#N (stereo not drawn) | 7% | -4% | 2% | 1% | -3% | 3 | 0% | 8% | -7% | -63%[inhibitor]
Cc1c(NS(C)(=O)=O)cccc1-c1nc2cccnc2s1 | -12% | · | -2% | 0% | -8% | -7 | -2% | 12% | 0% | 6%
CC(=O)c1ccc(-n2c(-c3cc(-c4ccsc4)n[nH]3)n[nH]c2=S)cc1 | -2% | 1% | 8% | 26% | -3% | -9 | 1% | 1% | 3% | -20%
Cc1ccccc1OCC(=O)NNC(=O)CCN1C(=O)c2ccccc2C1=O | -3% | 14% | · | 8% | 11% | 2 | -1% | 2% | -5% | -3%
CCOC(=O)c1ccccc1NC(=O)c1ccccc1NS(C)(=O)=O | 4% | 8% | -1% | 2% | -4% | 4 | 0% | -3% | 0% | 7%
COC(=O)CC1=NN(c2nc3ccccc3s2)C(=O)/C1=C/N(C)C | 6% | 9% | 0% | 1% | -5% | -8 | -2% | 1% | -6% | -18%
CCSCCOC(=O)C1=C(C)NC(=O)NC1c1ccccc1 (stereo not drawn) | 2% | -4% | -1% | 4% | 3% | -1 | -2% | 1% | 5% | 7%
O=C(COC(=O)c1nc(Cl)ccc1Cl)Nc1ncc(Cl)cc1Cl | 4% | · | 3% | 8% | · | 20 | 0% | 3% | · | 9%
COc1ccc2c(c1)C1(C)CC(C)(C)N2C(=O)N1c1ccccc1 (stereo not drawn) | -4% | -1% | -4% | 14% | -8% | 4 | 5% | 76%[activator] | -12% | -7%
CN(Cc1cn(C)c2ccccc12)C(=S)Nc1cc(F)cc(F)c1 | -2% | 14% | 0%[46.1 µM] | 3% | -8% | 4 | -2% | 3% | 4% | 4%
Cc1cc(NC(=S)N(Cc2ccc(Br)cc2)Cc2ccc(C(=O)O)cc2)ccc1Cl | 0% | ? | 0% | -6% | 3% | -14 | 0% | 3% | -2% | 0%
Cc1cccn2c(=O)c3cc(C(=O)N4CCCCC4)sc3nc12 | 7% | -21% | 0% | 15% | ? | -7 | -2% | i | -4% | ?
Cc1nn(C)c(Cl)c1CN1CCCC(C(=O)Nc2ccc(-c3cscn3)cc2)C1 (stereo not drawn) | 22% | · | 3% | -1% | -18% | 8 | 1% | -3% | 8% | 15%
CC(/C=N/Nc1nc(N2CCCCC2)nc(N2CCCCC2)n1)=C\c1ccccc1 | -1% | ? | · | -5% | -6% | 51 | -3% | -3% | 9% | 18%
CCOc1ncccc1C(=O)OCC(=O)Nc1cc(S(=O)(=O)N(CC)CC)ccc1C | -1% | -10% | -2% | -9% | 9% | -9 | -1% | 2% | 7% | -21%
Cc1cc(NC(=O)c2ccccc2C)ccc1NC(=O)c1ccccc1Cl | 16% | 1% | 2% | -5% | -2% | 0 | 1% | 0% | 0% | -3%
Cc1c(C(=O)NC2CCCc3ccccc32)oc2ccc(S(=O)(=O)N3CCCCC3)cc12 (stereo not drawn) | 3% | 0% | 4% | -23% | 8%[11.5 µM] | 13 | -2% | 6% | 3% | 12%
NNC(=O)c1cccn(Cc2cccc(C(F)(F)F)c2)c1=O | ? | -23% | -2% | 3% | -2% | -8 | -8% | -3% | -8% | 9%

# Three compounds drawn at random from those above:
compound | A-T KAP1 phos | Menin MLL FP TR | TCR act | Mito fusion yeast | MBNL1 CUG block | TSHR antag | PTAP TSG101 blk | ASM inhibitor | MLL CXXC-DNA inh | a7 integrin act
CC(C)Nc1nc(NC(C)C)nc(N(C)n2cnnc2)n1 | 2% | -13% | -31% | 1% | -22% | 1 | -4% | 0% | 14% | 2%
Cc1cc(NC(=S)N(Cc2ccc(Br)cc2)Cc2ccc(C(=O)O)cc2)ccc1Cl | 0% | ? | 0% | -6% | 3% | -14 | 0% | 3% | -2% | 0%
O=C(c1cccc(Br)c1)N1CCN(S(=O)(=O)N2CCCCCC2)CC1 | 3% | -11% | -4% | 2% | ? | -6 | · | 0% | ? | -10%
